MT1-MMP act inh: inhibitors of human MT1-MMP activation; P50281; HT1080 RFP-PRO-GFP cells, GFP/RFP ratio fluorescence, overnight; percent of plate control window, DMSO zero; GFP/RFP ratio change, % at 20 µM; actives 0.061% (n = 360,000); AID 651647;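 active = GFP/RFP ratio change of at least 30% with cell ATP level not reduced by more than half and red fluorescence within 50% of control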; also: strong numbers were not always called active
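Test system: HT1080 RFP-PRO-GFP cells; Benchmarks: DMSO and RFP-L50D-GFP cell wells; Timing: cells overnight before dosing, compound overnight, 37 °C, 5% CO2; Compound: one 20 µM compound dose with 1% DMSO; Read-out: GFP/RFP fluorescence ratio.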
Rpn11 block: blocks the human proteasome subunit Rpn11; O00487; human 26S proteasome, Ub4-pepOG fluorescence polarization; 20S core pre-blocked with epoxomicin; calls only at 20 µM; actives 0.59% (n = 360,000); AID 588493;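 active = inhibition at 20 µM, scaled to each plate's controls, above about 33%, limit read from the data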
STEP inh: STEP (human) phosphatase inhibition; inhibition, % at 20 µM; recombinant STEP, OMFP fluorogenic substrate, fluorescence; actives 0.25% (n = 360,000); P54829;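 active = inhibition at 20 µM, scaled per plate between control wells, above about 37%, limit read from the data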;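 also: 0% = DMSO with enzyme and substrate and 100% = substrate only without enzyme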
Target sequence (P54829 whole entry, looked up): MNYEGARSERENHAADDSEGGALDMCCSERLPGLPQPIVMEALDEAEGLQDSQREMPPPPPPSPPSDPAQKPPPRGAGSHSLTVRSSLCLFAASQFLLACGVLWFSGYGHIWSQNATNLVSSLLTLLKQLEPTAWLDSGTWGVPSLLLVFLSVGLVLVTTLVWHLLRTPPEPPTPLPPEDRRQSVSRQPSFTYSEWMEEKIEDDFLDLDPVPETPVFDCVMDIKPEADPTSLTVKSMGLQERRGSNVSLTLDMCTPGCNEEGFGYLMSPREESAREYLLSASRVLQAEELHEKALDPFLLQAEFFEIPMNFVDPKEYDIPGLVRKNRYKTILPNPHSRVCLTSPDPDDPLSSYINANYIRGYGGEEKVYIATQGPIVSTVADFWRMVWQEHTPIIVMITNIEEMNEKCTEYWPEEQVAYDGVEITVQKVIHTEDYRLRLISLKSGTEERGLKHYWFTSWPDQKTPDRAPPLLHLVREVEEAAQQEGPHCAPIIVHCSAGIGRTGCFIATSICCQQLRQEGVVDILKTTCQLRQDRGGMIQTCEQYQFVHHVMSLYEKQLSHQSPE
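Material: STEP (striatal-enriched tyrosine phosphatase) enzyme, cell-free | Medium: 50 mM Bis-Tris pH 6.0 with 2.5 mM DTT and 0.005% Tween 20 | Read-out: Percent inhibition scaled to no-enzyme and uninhibited-enzyme controls, plate-pattern corrected | Signal: Fluorescence read at 480 nm ex / 540 nm em | Times: 20 min reaction, room temperature, in the dark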
SKN-1 block: blocks SKN-1 activity in C. elegans. inhibition, % at 21.8 µM. actives 0.49% (n = 360,000). C. elegans VP596 Pgst-4::GFP/RFP ratio, acrylamide-induced, 24 h. AID 624304;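 active = interference check ratio from 0.5 to 1.5 plus GFP to RFP signal ratio inhibition reaching or exceeding a fixed threshold, cut at about 30% in these data, passing the limit was not always enough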; also: some compounds called inactive have numbers as strong as hits
SUMO1-SIM PPI: modulators of human SUMO1-mediated protein-protein interactions; AID 602429; actives 0.33% (n = 360,000); inhibition, % at 20 µM; SUMO1 binding to a labelled peptide, TR-FRET, 1 h; P63165; in the data active = inhibition above about 37%
Target sequence (P63165 whole entry, looked up): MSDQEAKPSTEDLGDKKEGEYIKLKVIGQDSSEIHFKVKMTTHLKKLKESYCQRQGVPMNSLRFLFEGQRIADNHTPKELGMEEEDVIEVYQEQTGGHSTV
DNMT1 inh: blocks human DNA methyltransferase DNMT1; DNMT1 molecular beacon, Hinp1I cleavage, fluorescence; inhibition (reported as % activation of signal), % at 10 µM; actives 0.83% (n = 360,000); AID 588458; in the data active = inhibition above about 50%
CendR NRP1 mod: NRP-1/CendR interaction modulation | AID 602438 | FAM-RPARPAR peptide binding to NRP-1, fluorescence polarization | inhibition, % at 25 µM | O14786 | actives 0.85% (n = 360,000);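 active = inhibition or corrected inhibition above about 18%, plus a signal ratio from 0.5 to 1.5, limit read from the data, passing the limit was not always enough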; also: strong numbers were not always called active
LMPTP inh: blocks human LMPTP phosphatase; P24666; recombinant LMPTP-A, OMFP fluorogenic substrate, fluorescence intensity; inhibition, % at 20 µM; actives 0.22% (n = 360,000); AID 651560;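 active = compounds that cut the enzyme signal by at least half of the control window in the single-dose screen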;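 also: plate controls were DMSO wells with enzyme plus substrate for no effect and substrate without enzyme for full effect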
Target sequence (P24666 whole entry, looked up): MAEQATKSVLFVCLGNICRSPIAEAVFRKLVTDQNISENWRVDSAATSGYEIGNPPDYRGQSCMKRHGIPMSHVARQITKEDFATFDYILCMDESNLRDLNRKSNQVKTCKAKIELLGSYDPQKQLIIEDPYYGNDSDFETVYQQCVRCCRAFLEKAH
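material = LMPTP-A | quantity = 0.625 nM enzyme | reagent = OMFP substrate, 400 µM final | buffer or medium = Bis-Tris pH 6.0, DTT, detergent | detection = endpoint fluorescence intensity from OMFP dephosphorylation | dosing = single 20 µM dose | read-out basis = % inhibition relative to no-enzyme and uninhibited control wells | control set = no-enzyme and uninhibited controls | timing = 50 min at room temperature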
NadD inh: blocks S. aureus nicotinate mononucleotide adenylyltransferase; purified NadD enzyme, colorimetric absorbance read-out; inhibition, % at 20 µM; actives 0.78% (n = 360,000); AID 602399; in the data active = inhibition above about 26%; also: some compounds past the cut are filed as inactive
Scp1 inh: inhibitors of human Scp-1 phosphatase. inhibition, % at 20 µM. AID 493091. actives 0.88% (n = 340,000). Q9GZU7. Recombinant Scp1, phosphopeptide, malachite green phosphate absorbance;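 active = inhibition above about 50% at 20 µM, limit read from the data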;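 also: plate controls were DMSO wells with enzyme for no effect and wells lacking enzyme for full effect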
Target sequence (Q9GZU7 76-261 limits assumed): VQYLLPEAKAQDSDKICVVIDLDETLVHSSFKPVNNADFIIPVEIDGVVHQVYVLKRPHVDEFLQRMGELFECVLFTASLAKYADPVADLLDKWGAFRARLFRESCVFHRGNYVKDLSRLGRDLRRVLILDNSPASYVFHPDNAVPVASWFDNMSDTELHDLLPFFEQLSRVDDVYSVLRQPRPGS
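System: SCP-1 catalytic domain; Reagent: Phospho 17-mer peptide substrate; Doses: one concentration, 20 µM, with 1.0% DMSO; Incubation: 45 min room-temperature reaction, 5 min colour, 30 min stabiliser; Signal: Phosphate-binding colour reagent, absorbance read at 630 nm.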
An asterisk follows results filed as active; i = inactive; nt = not tested or not shown; + = active, no number.

SMILES	MT1-MMP act inh	Rpn11 block	STEP inh	SKN-1 block	SUMO1-SIM PPI	DNMT1 inh	CendR NRP1 mod	LMPTP inh	NadD inh	Scp1 inh
COc1ccc(-c2cc(-c3ccccc3)nc(NN)n2)cc1OC	3	i	8	-10	-8	-17	-1	13	-1	0
O=C(CN1c2ccccc2Sc2ccccc21)NNC(=S)Nc1ccc(Cl)cc1Cl	6	i	0	7	0	-3	-28	1.9	37*	-2
NC(=O)CSc1nnc(-c2ccc(S(=O)(=O)N3CCCC3)cc2)n1Cc1ccco1	4	i	7	9	7	1	-5	-2.0	-4	-8
O=[N+]([O-])c1ccc(/C=N/NC(=S)Nc2ccccc2C(F)(F)F)o1	0	i	4	18	-8	1	0	0.8	-8	-7
C[C@H](CO)N1C[C@H](C)[C@@H](CN(C)C(=O)Nc2ccc3c(c2)OCO3)Oc2c(NC(=O)C3CCCCC3)cccc2C1=O	3	i	3	4	1	1	10	-0.8	5	-9
Nc1nc(Nc2ccc(Cl)cc2)nc(NCc2ccco2)c1[N+](=O)[O-]	3	i	0	30	-3	-1	5	2.8	3	-1
CCCS(=O)(=O)NC(=O)C1(C)CCCN(C(=O)Cc2ccc3ccccc3c2)C1 (configuration not stated)	3	i	1	2	-1	-2	-3	-2.1	0	nt
COc1ccccc1NC(=O)Nc1c(C)nn(C)c1C	1	i	1	5	1	1	-5	-1.7	-4	-4
COC(=O)c1c(C)[nH]c(C(=O)OC(C)C(=O)NC2CCCCC2C)c1C (configuration not stated)	-1	i	-4	-11	0	1	-6	-2.4	0	nt
CC(C)(C)c1ccc(C(=O)NN2C(=O)CSC2=S)cc1	11	i	0	-6	1	-1	-6	-1.9	-6	-16
O=[N+]([O-])c1ccc(-c2csc(COc3ccccc3)n2)cc1	4	i	0	5	25	-1	13	0.3	0	nt
COc1ccc2[nH]c3nc(SCc4nnc(-c5ccccc5)o4)nnc3c2c1	3	i	2	-3	0	18	-26	2.9	10	8
Cc1cccc(C(=O)OCC(=O)c2ccc3c(c2)OCCO3)c1O	-2	i	1	-2	1	-4	-7	2.4	8	-8
COC(=O)CSc1nc(N)c(NC(=O)c2ccc(OC)c(OC)c2)c(=O)[nH]1	4	i	-1	-4	7	4	12	-3.3	-7	-12
CC(=O)Nc1cccc(-c2cc(NC(C)=O)c3ncc(-c4ccc(F)cc4)n3c2)c1	-7	i	0	11	-30	-10	-21	-0.9	-6	nt
CC[C@H](C)[C@@H](C(=O)NCCCCCCCCCCC(=O)N1CCNCC1)n1cc(CCCCN=C(N)N)nn1	4	i	-3	11	-84	3	-2	1.2	-6	-3
Cc1cc(S(=O)(=O)N2CCN(Cc3ccc4c(c3)OCO4)CC2)cc(C)c1N1CCCC1=O	3	i	0	-6	3	-2	4	0.3	6	3
CC(=O)c1ccc(S(=O)(=O)N2CCN(CC(=O)Nc3ccccc3C(=O)NC3CC3)CC2)cc1	-1	i	-1	30	0	1	17*	-1.4	-6	-6
COc1cccc(-n2c(SCC(N)=O)nnc2-c2c[nH]c3ccccc23)c1	2	i	0	6	3	1	11	-1.8	-1	-17
Cn1c(-c2ccccc2)cnc1NCc1ccc(-c2ccccc2)cc1	1	i	-2	2	-2	1	11	0.8	-9	-2
O=C(C[C@@H]1CC[C@H](NC(=O)Cc2ccccn2)[C@@H](CO)O1)NCCc1ccccc1	-3	nt	nt	7	-1	nt	5	-2.0	nt	nt
Cc1cc(NC(=O)Cc2ccccc2)c2ccccc2n1	-2	i	0	4	0	6	2	12	1	-3
CCCC(=O)OCCNc1cc(SCCC(=O)OC)c2nonc2c1[N+](=O)[O-]	2	i	-3	-9	-12	1	-5	-1.0	0	-12
Cc1ccccc1NC(=S)N(C)CCc1ccccn1	7	i	2	3	-1	2	-21	-2.3	-3	-10
O=C(C1=C[C@H](c2ccc3c(c2)OCO3)C[C@H](OCCCCO)O1)N1CCOCC1	0	i	0	7	-7	2	3	-0.6	1	-10

Nine entries out of the list, sorted by count of non-hydrogen atoms, ascending.
SMILES	MT1-MMP act inh	Rpn11 block	STEP inh	SKN-1 block	SUMO1-SIM PPI	DNMT1 inh	CendR NRP1 mod	LMPTP inh	NadD inh	Scp1 inh
Cc1ccccc1NC(=S)N(C)CCc1ccccn1	7	i	2	3	-1	2	-21	-2.3	-3	-10
O=[N+]([O-])c1ccc(-c2csc(COc3ccccc3)n2)cc1	4	i	0	5	25	-1	13	0.3	0	nt
O=[N+]([O-])c1ccc(/C=N/NC(=S)Nc2ccccc2C(F)(F)F)o1	0	i	4	18	-8	1	0	0.8	-8	-7
COC(=O)CSc1nc(N)c(NC(=O)c2ccc(OC)c(OC)c2)c(=O)[nH]1	4	i	-1	-4	7	4	12	-3.3	-7	-12
CCCC(=O)OCCNc1cc(SCCC(=O)OC)c2nonc2c1[N+](=O)[O-]	2	i	-3	-9	-12	1	-5	-1.0	0	-12
O=C(C1=C[C@H](c2ccc3c(c2)OCO3)C[C@H](OCCCCO)O1)N1CCOCC1	0	i	0	7	-7	2	3	-0.6	1	-10
O=C(CN1c2ccccc2Sc2ccccc21)NNC(=S)Nc1ccc(Cl)cc1Cl	6	i	0	7	0	-3	-28	1.9	37*	-2
Cc1cc(S(=O)(=O)N2CCN(Cc3ccc4c(c3)OCO4)CC2)cc(C)c1N1CCCC1=O	3	i	0	-6	3	-2	4	0.3	6	3
CC[C@H](C)[C@@H](C(=O)NCCCCCCCCCCC(=O)N1CCNCC1)n1cc(CCCCN=C(N)N)nn1	4	i	-3	11	-84	3	-2	1.2	-6	-3

New compounds follow.
SMILES	MT1-MMP act inh	Rpn11 block	STEP inh	SKN-1 block	SUMO1-SIM PPI	DNMT1 inh	CendR NRP1 mod	LMPTP inh	NadD inh	Scp1 inh
Cc1cc(C(=O)CCC(=O)NCc2ccccc2F)c(C)s1	2	i	-3	-13	2	5	-5	1.7	-6	-1
Nc1cnc(Br)cc1Br	-3	i	0	-1	2	0	2	-0.8	-2	13
CCOC(=O)c1nnn2c1nc(Nc1cccc(C(F)(F)F)c1)c1ccccc12	0	+	24	12	-22	3	17	12	-3	24
COc1ccc(CNC(=O)C[C@H]2C[C@H](C(=O)N3CCCCC3)[C@@]3(CCc4ccccc4)c4[nH]c5ccc(Cl)cc5c4CCN3C2=O)cc1OC	-28	i	1	8	-4	-24	-16	5.6	9	0
Cc1cc(C)cc(Oc2c(C(F)(F)F)oc3cc(OCC(=O)O)ccc3c2=O)c1	-3	i	0	11	4	17	-4	1.3	-1	15
COc1ccc(OC)c(S(=O)(=O)Nc2cccc3ccc(O)cc23)c1	5	i	-2	16	3	-8	-2	0.0	-8	-1
COCCCn1c(C(=O)N2CCOCC2)cc2c(=O)n3ccccc3nc21	1	i	0	0	-8	4	-9	-0.6	0	-2
COc1ccccc1N1CCN(S(=O)(=O)c2ccc(-c3ccc(=O)[nH]n3)o2)CC1	0	i	1	3	-24	-2	16	-0.6	-3	-2
CCOC(=O)c1ccc(NC(=O)c2ccc3c(c2)C(=O)N(CC2CCCO2)C3=O)cc1 (configuration not stated)	-1	i	0	8	-24	2	4	2.9	-4	-10
COc1cc(NC(=O)CSc2nnc3ccccn23)cc(OC)c1	11	i	-1	-8	1	1	7	-0.5	-7	7
CCCCCC1CC(CC(=O)Nc2ccc([N+](=O)[O-])cc2)OC1=O (configuration not stated)	3	i	-2	-2	-5	1	11	-0.1	-2	11
CC(=O)c1ccc(NC(=O)CC2S/C(=N/N=C3CCCCCC3)NC2=O)cc1 (configuration not stated)	2	i	-1	15	3	-2	14	0.7	0	-5
COc1ccc(C2=C/C(=C\c3cccc(OC(C)=O)c3)C(=O)O2)cc1	-5	i	1	-3	-4	-5	-14	-0.8	0	-6
COc1cc(C(=O)COC(=O)C2CCN(c3ccc(C(F)(F)F)cn3)CC2)ccc1OC(F)F	2	i	0	9	10	4	-2	4.7	13	-1
O=C(c1ccco1)N1CCN(S(=O)(=O)c2ccc(S(=O)(=O)NC3CC3)cc2)CC1	-3	i	2	4	1	1	7	-1.5	3	-7
CCOC(=O)C1=C(CSc2nc(CC)c(C)cc2C#N)OC(N)=C(C#N)C1c1ccccc1 (configuration not stated)	-26	i	1	8	8	-13	-7	-0.2	8	-19
Nc1nc(SCC(=O)Nc2ccccc2Sc2ccccc2)n[nH]1	2	i	-3	-4	2	-1	0	-1.1	8	-2
Cc1nc2nc(-c3ccccc3)[nH]n2c(=O)c1C	-10	i	-2	-2	2	8	-3	-1.4	0	-2
Cn1c(SCc2ccccc2)nc2c1c(=O)[nH]c(=O)n2C	-4	i	3	12	1	-3	11	-1.1	-1	0
O=C(COC(=O)/C=C/c1ccc(F)cc1)NCC1CCCO1 (configuration not stated)	-1	i	2	5	-5	1	3	-0.7	1	-7
Cc1cc(C)c(NC(=O)CSc2nnc(-c3ccco3)n2N)c(C)c1	-1	i	2	-35	1	-1	-11	-1.1	-5	-8
COc1ccc(CCNC(=O)C(=O)c2c(C)n(C)c3ccccc23)cc1OC	0	i	0	-9	0	1	2	-0.4	9	-1
CCOn1c(=O)c(C)[n+]([O-])c2ccccc21	-120	i	0	10	-18	-2	12	-3.1	-4	-7
COC(=O)CN1C(=O)[C@H]2[C@@H](C3CC3)N3C(=O)CN(Cc4ccccn4)C(=O)[C@@]3(Cc3ccccc3)[C@H]2C1=O	0	i	1	16	1	12	21	-4.1	1	-2
CCCOC(=O)c1ccc(Cl)c(NC(=O)c2ccc(-c3ccccc3)cc2)c1	5	i	0	11	1	7	2	0.4	-3	-7
Cc1cc(NC(=O)CSc2nc(=O)n3cccc(C)c3n2)no1	-2	i	-3	6	-2	0	-3	1.2	-6	-3
CN(NC(=O)c1ccccc1F)c1ccc([N+](=O)[O-])cn1	0	i	-5	0	-28	-2	0	-1.1	-2	-4
CN(CC(=O)Nc1ccc(Cl)cc1)C(=O)c1ccc(NS(=O)(=O)c2ccc3[nH]c(=O)[nH]c3c2)cc1	nt	i	-2	-12	5	1	6	-0.9	-3	-1

Sorted by SMILES length (largest number first): 3 of the compounds above.
SMILES	MT1-MMP act inh	Rpn11 block	STEP inh	SKN-1 block	SUMO1-SIM PPI	DNMT1 inh	CendR NRP1 mod	LMPTP inh	NadD inh	Scp1 inh
COc1ccccc1N1CCN(S(=O)(=O)c2ccc(-c3ccc(=O)[nH]n3)o2)CC1	0	i	1	3	-24	-2	16	-0.6	-3	-2
Cc1cc(C)cc(Oc2c(C(F)(F)F)oc3cc(OCC(=O)O)ccc3c2=O)c1	-3	i	0	11	4	17	-4	1.3	-1	15
COCCCn1c(C(=O)N2CCOCC2)cc2c(=O)n3ccccc3nc21	1	i	0	0	-8	4	-9	-0.6	0	-2

Compounds as they come (roughly 3.9% active in at least one column).
